Screens deposited in PubChem by National Center for Advancing Translational Sciences (NCATS).
HepG2 viability: kills HepG2 cells in TGF-b inhibitor counter-screen | HepG2 CAGA-GFP viability, ATP luminescence, 18 h | Potency, µM (doses to about 46.1 µM), for the others: top-dose activity change, negative = cytotoxicity, most hits filed as cytotoxic | actives 0.76% (n = 410,000) | AID 588856; further: potency means the concentration at half of the fitted maximal effect; some results filed as inactive show a strong effect at the top dose
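CellTiter-Glo luminescence gave cytotoxicity after 18 hours at 37 degrees C. The cells were HepG2 CAGA-GFP in 1% FBS DMEM, stimulated with 500 pg/mL TGF-beta after compound addition. %Activity was normalised to no-cell wells (complete cell-killing) and DMSO (no toxicity), and curves were fitted and classified.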
ATXN2 expr inh: reduces ATXN2 reporter expression in HEK-293 cells. Potency, µM (titrated, usually from 57 µM), for inactives: at the top dose activity change, negative = inhibition, most hits filed as inhibitors. actives 0.72% (n = 360,000). HEK-293 ATXN2-luciferase reporter, luminescence, 24 h; further: potency means the concentration at half of the fitted maximal effect; on the % scale 0 is the no-effect control and ±100 the full control effect; nearly all actives have a fitted effect of over 55% in size
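ATXN2-luciferase reporter cells (luciferase flanked by upstream and downstream ATXN2 gene portions) were treated 24 h at 37 °C with compounds at up to 57 uM. SteadyGlo luminescence gave expression; GF-AFC fluorescence gave viability.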
IL2 activator: activators of IL-2 | IL-2 activation reporter assay, cell-based qHTS; stimulated with anti-CD3/CD4/CD28 beads; in transgenic mouse T cells | activation, % (series mostly up to about 46 µM) | actives 0.065% (n = 360,000) | AID 652025; in the data active means activation above about 50%; inconclusive means mostly about 30% to 49%; further: 0% is about no effect
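Unstimulated transgenic mouse T cells, 750 per well, received compound and, after 60 minutes, anti-CD3/anti-CD4 bead plus anti-CD28 stimulation. EGFP and DsRed were quantified after 18 hours.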
TGFb SMAD3 inh: blocks TGF-b signaling; HepG2 CAGA-GFP TGF-b/SMAD3 reporter, GFP fluorescence, 18 h; TGF-beta stimulated, 500 pg/mL final; Potency, µM (titrated, usually from 46.1 µM), for the others: top-dose activity, negative = inhibition, hits mostly inhibitors; actives 1.2% (n = 410,000); further: potency means the concentration at half of the fitted maximal effect; on the % scale 0 is the no-effect control and ±100 the full control effect; nearly all actives have a fitted effect of over 65% in size
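Smad-responsive CAGA-GFP expression was quantified in HEPG2 cells exposed to compounds and 500 pg/mL final TGF-beta for 18 h at 37 degrees C; unstimulated wells defined full inhibition.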
Nrf2 inh: inhibitors of Nrf2 signaling; A549 ARE-Fluc reporter, luciferase luminescence, 18-24 h; actives 2.1% (n = 360,000); Potency, µM (titrated, usually from 46 µM), inactives show at the highest dose activity change, negative = inhibition, hits mostly inhibitors; further: potency means the concentration at half of the fitted maximal effect; on the % scale 0 is the no-effect control and ±100 the full control effect; nearly all actives have a fitted effect of over 60% in size
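Nrf2 activity is the BugLite luminescence, read 15 min after reagent at room temperature, following CellTiter-Fluor cytotoxicity readout (30 min, 37C). Compound titrations were applied for 18-24 h to 5000 A549 ARE_Fluc cells/well in 5% FBS OPTI-MEM.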
A549 viability: counter-screen for Nrf2 inhibitors: cytotoxicity in A549 cells | A549 ARE-Fluc cells, CellTiter-Fluor viability, 18-24 h | actives 0.16% (n = 390,000) | Potency, µM (top dose mostly 46 µM), inactives show top-dose activity change, negative = cytotoxicity, hits mostly inhibitors; further: potency means the concentration at half of the fitted maximal effect; on the % scale 0 is the no-effect control and ±100 the full control effect
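A549 ARE-Fluc cells in 5% FBS OPTI-MEM, 5000 cells/well, rested 2 h then exposed to compounds in concentration-response for 18-24 h at 37 °C. Viability by CellTiter-Fluor fluorescence (Ex 405/Em 525) after 30 min; luciferase luminescence (BugLite, 15 min, RT) read afterwards.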
Nrf2 ARE act: activators of Nrf2 (ARE) signaling; AREc32 ARE-luciferase reporter (MCF7-derived line), luminescence, 24 h; Potency, µM (series often up to 46.1 µM), inactives show at the top dose activation, actives largely listed as activators; actives 0.31% (n = 410,000); further: potency means the concentration at half of the fitted maximal effect; % of control where 0% means no effect; nearly all actives have a fitted effect of over 65% in size
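Nrf2 activation is followed as ARE-luciferase induction in the AREc32 line after one day of compound treatment; luminescence is read with Steady-Glo.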
EPAC2 ag: EPAC2 (human) agonism | EPAC2 activation, biochemical qHTS; response scale: 100% = 6.5 mM cAMP response | Potency, µM (series often up to 154 µM), without a hit: at the top dose activation, hits mostly activators | AID 720711 | actives 0.079% (n = 360,000); further: potency means the concentration at half of the fitted maximal effect; nearly all actives have a fitted effect of over 50% in size
Target sequence (Q8WZA2 whole entry, looked up): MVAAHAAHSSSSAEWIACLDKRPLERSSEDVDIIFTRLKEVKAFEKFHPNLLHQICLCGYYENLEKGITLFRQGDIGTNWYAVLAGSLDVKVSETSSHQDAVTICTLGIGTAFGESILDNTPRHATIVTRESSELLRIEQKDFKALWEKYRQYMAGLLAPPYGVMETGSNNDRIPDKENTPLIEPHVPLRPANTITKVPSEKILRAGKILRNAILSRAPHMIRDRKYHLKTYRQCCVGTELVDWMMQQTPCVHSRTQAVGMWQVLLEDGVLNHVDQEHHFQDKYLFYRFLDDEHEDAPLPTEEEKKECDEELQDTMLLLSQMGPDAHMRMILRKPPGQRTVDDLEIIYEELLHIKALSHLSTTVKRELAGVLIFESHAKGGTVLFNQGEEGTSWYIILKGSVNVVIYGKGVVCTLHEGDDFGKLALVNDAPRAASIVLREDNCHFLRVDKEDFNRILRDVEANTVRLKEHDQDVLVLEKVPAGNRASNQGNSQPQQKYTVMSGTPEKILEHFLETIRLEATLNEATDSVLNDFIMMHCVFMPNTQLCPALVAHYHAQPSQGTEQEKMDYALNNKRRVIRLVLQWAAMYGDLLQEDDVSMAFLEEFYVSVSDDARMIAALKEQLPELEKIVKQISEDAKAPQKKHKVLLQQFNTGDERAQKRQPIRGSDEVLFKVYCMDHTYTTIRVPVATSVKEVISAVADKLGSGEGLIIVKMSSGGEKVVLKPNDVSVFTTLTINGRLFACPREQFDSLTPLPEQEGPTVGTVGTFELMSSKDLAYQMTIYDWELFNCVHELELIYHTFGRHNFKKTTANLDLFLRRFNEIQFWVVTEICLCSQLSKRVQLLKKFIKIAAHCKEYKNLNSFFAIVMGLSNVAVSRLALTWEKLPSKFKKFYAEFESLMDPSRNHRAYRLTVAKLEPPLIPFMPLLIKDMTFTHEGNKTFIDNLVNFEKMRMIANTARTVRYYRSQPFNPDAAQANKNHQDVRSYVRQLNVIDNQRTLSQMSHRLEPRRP
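Guanine nucleotide exchange by EPAC2 is measured as reduced fluorescence of BODIPY-GDP once it is released from 250 nM Rap1B. Plates are read kinetically for 30 min at room temperature; results are scaled to 6.5 mM cAMP.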
ATXN viability: cell viability loss in ATXN counter-screen; AID 651635; Potency, µM (series often up to 56.7 µM), hits mostly cytotoxic; S2 cells (HEK-293 line with an ATXN2-luciferase reporter) viability, CellTiter-Fluor protease fluorescence, 24 h; actives 0.49% (n = 400,000); further: potency means the concentration at half of the fitted maximal effect; nearly all actives have a fitted effect of over 40% in size
Starred values were filed as active, the others as inactive; i = inactive; ? = inconclusive; · = no result given; & = joins results of further samples; [ ] = another dose, or the depositor's remark. Unless noted, the call rests on the fitted dose curve; in most records, active means well fitted curve in the direction sought with a large enough effect; inconclusive means small, poorly fitted or top-dose-only effect, or another doubt; inactive means no such curve, though single readings can be large; an effect the other way counts as inactive or inconclusive.

smiles	HepG2 viability	ATXN2 expr inh	IL2 activator	TGFb SMAD3 inh	Nrf2 inh	A549 viability	Nrf2 ARE act	EPAC2 ag	ATXN viability
CC(CCc1ccccc1)NC(=O)c1ccc(Br)cc1 (stereo not given)	-9%	16%	-0.8	-2%	5%	9%	1.6%	5%	?
CCN(CC)CCCN=C1N[C@@H](c2cccc(F)c2)C(C(=O)OC)=C(C)N1Cc1ccccc1	-109%	22µM*	-0.6	?	-1%	?	-2.8%	4%	25µM*
CCC(=O)Nc1c(C(=O)N2CCN(c3ccccn3)CC2)cnn1-c1ccc(Cl)cc1	-2%	-21%	-0.3	-22%	8%	-2%	-0.4%	4%	?
CCCCCCCSc1nsc(N)n1	2%	26%	-2.2	-22%	?	-7%	0.2%	10%	i
COc1cccc(N2CC(C(=O)NC3CCCCC3)CC2=O)c1 (stereo not given)	6%	4%	-0.2	7%	-3%	-2%	0.2%	-82%[15.6 µM]	i
COC(=O)c1ccccc1OS(=O)(=O)N(C)C	10%	7%	-1.1	0%	-7%	1%	-0.5%	0%	i
CC(OC(=O)[C@@H]1CCCN1C(=O)c1cccs1)C(=O)Nc1cccc([N+](=O)[O-])c1 (stereo not given in full)	9%	2%	-6.1	1%	6%	5%	8.3%	10%	i
COc1ccc(NC(=O)C2(C)CCN2C(=O)c2ccccc2CCc2ccccc2)cc1OC (stereo not given)	-1%	-33%	-0.6	17%	·	·	-0.1%[9.22 µM]	19%	i

Continued, overlapping the part above by six compounds.
smiles	HepG2 viability	ATXN2 expr inh	IL2 activator	TGFb SMAD3 inh	Nrf2 inh	A549 viability	Nrf2 ARE act	EPAC2 ag	ATXN viability
CCC(=O)Nc1c(C(=O)N2CCN(c3ccccn3)CC2)cnn1-c1ccc(Cl)cc1	-2%	-21%	-0.3	-22%	8%	-2%	-0.4%	4%	?
CCCCCCCSc1nsc(N)n1	2%	26%	-2.2	-22%	?	-7%	0.2%	10%	i
COc1cccc(N2CC(C(=O)NC3CCCCC3)CC2=O)c1 (stereo not given)	6%	4%	-0.2	7%	-3%	-2%	0.2%	-82%[15.6 µM]	i
COC(=O)c1ccccc1OS(=O)(=O)N(C)C	10%	7%	-1.1	0%	-7%	1%	-0.5%	0%	i
CC(OC(=O)[C@@H]1CCCN1C(=O)c1cccs1)C(=O)Nc1cccc([N+](=O)[O-])c1 (stereo not given in full)	9%	2%	-6.1	1%	6%	5%	8.3%	10%	i
COc1ccc(NC(=O)C2(C)CCN2C(=O)c2ccccc2CCc2ccccc2)cc1OC (stereo not given)	-1%	-33%	-0.6	17%	·	·	-0.1%[9.22 µM]	19%	i
COC1=CC(=O)OC(c2ccco2)C1 (stereo not given)	10%	-26%	-0.5	0%	-2%	-3%	-0.7%	17%	i
Cc1ccc2c(c1)/C(=C/c1ccco1)C(=O)N2	-24%	5%	-0.5	-20%	0%	-9%	?	-6%	i
O=C(CSCc1ccc(F)cc1)N1CCN(c2ccccc2)CC1	-3%&-21%	37%[activator]	-2.0	-37%&-14%	?	-11%&3%	1.2%&0.7%	20%	i
Cc1ccc(SC(C)C(=O)Nc2ccccc2-c2ccccc2)cc1 (stereo not given)	7%	-16%	-0.6	?	-14%	13%	0.1%	9%	i
COc1cc(NC(=O)COc2ccc(Br)cc2)ccc1NC(=O)C(C)C	-2%	0%	0.2	11%	20%	11%	-0.7%	8%	i
COc1ccc(CC(=O)Nc2ccc(N3CCCCC3)cc2)cc1	-15%	-8%	-0.6	6%	?	5%	3.5%	3%	i
CC(=O)N1CCN(C(=O)c2ccc(S(=O)(=O)Nc3ccccc3F)cc2)CC1	4%	-1%	-0.6	3%	-11%	-1%	-1.0%	9%	i
Cn1cc(CCCC(=O)NCc2ccccc2Cl)c2ccccc21	-24%	·	·	-21%	-5%	1%	4.0%	·	·
Cc1cc(C)nc(SC2CC(=O)N(c3ccc(Cl)cc3)C2=O)n1 (stereo not given)	-6%	-24%	-0.7	-1%	5%	15%	0.3%	9%	i
CCCCn1c(=O)[nH]c(=O)c2c1nc(-c1ccccc1F)n2Cc1ccccc1OC	8%	-32%	-7.5	?	-23%	-1%	5.2%	8%	i
Cc1cccc(OCC(=O)Nc2ccc3c(c2)nc(CCN2CCN(c4ccccn4)CC2)n3C)c1	-9%	14µM*	-2.3	-29%	?	-14%	0.0%	5%	?
O=C(c1ccco1)N1CCN(c2ncnc3scc(-c4ccc(Cl)cc4)c23)CC1	-12%	·	-2.7	-11%	·	·	-1.3%	6%	i
COC(=O)C1=C(C(=O)OC)[C@@H]2N(C)c3ccc(OC)cc3[C@@]23C[C@@H](C(=O)OC)N(C(=O)CC(C)C)C3=N1	-22%	2%	-1.7	-9%	3%	-4%	-0.1%	0%	i
Cc1cc(C)cc(-n2nnc(C(=O)NCc3ccc(Cl)cc3)c2N)c1	-11%	1%	-1.9	0%	-26%	-4%	-0.7%	2%	i
CC1(C(=O)Nc2ccc3[nH]ncc3c2)CCN1C(=O)C1(c2ccccc2)CC1 (stereo not given)	-30%	-3%	1.9	-6%	·	·	1.7%[9.22 µM]	9%	i
NC(=O)c1ccc(C2SCC(=O)N2CCc2ccccc2)cc1 (stereo not given)	3%	7%	1.2	-7%	-4%	2%	0.4%	8%	i
C[C@@H]1CN([C@@H](C)CO)C(=O)c2ccccc2-c2ccccc2CO[C@@H]1CN(C)S(=O)(=O)c1ccc(C(F)(F)F)cc1	-20%	?	-2.4	?	·	·	-0.3%	-16%	?
O=C(COC(=O)Cc1ccc(Cl)c(Cl)c1)Nc1ccc2[nH]c(=O)[nH]c2c1	7%	-2%	-2.2	-10%	4%	-2%	0.3%	2%	i
CCOC(=O)COc1ccc(N)cc1CC(NC(C)=O)(C(=O)OCC)C(=O)OCC	-14%	-11%	-2.7	12%	8%	7%	0.3%	7%	i
O=S(=O)(c1ccc(F)cc1)N1CCN(C(=S)NCCc2ccccc2)CC1	-12%	-7%	-5.2	-11%	-6%	1%	-0.9%	-1%	?
Cc1cccc(Nc2nc(NCCCN3CCOCC3)nc(N)c2[N+](=O)[O-])c1	-21%	?	1.8	?	?	-9%	4.4%	-2%	i
Cc1ccccc1Nc1cc(C(=O)NC2CCCC2)c2ccccc2n1	-2%	7%	·	-14%	1%	0%	0.0%	·	i
CCOc1c(S(=O)(=O)NC2CC(C)(C)NC(C)(C)C2)ccc(Cl)c1Cl	-34%	-39%	0.2	-14%	-11%	0%	3.0%	5%	i
COc1ccc(-n2c(=S)[nH]c3cc(C(=O)N4CCN(c5ccccc5)CC4)ccc3c2=O)c(OC)c1	-3%	-15%	0.7	-2%	-21%	-5%	-0.5%	-4%	i
COc1cc(OC)cc(C(=O)N[C@H](C(=O)Nc2nnc(C3CC3)s2)C(C)C)c1	-1%	5%	-1.6	6%	-11%	-3%	-0.2%	-3%	i
COc1ccc(C(=O)Nc2c3c(nn2-c2ccc(Cl)cc2)CS(=O)(=O)C3)cc1	-16%	1%	-0.4	-9%	?	1%	-0.7%	7%	i
CC(C)c1ccc(OC(=O)c2cccc(S(=O)(=O)N3CCN(C)CC3)c2)cc1	-34%	-6%	0.0	-2%	-14%	1%	0.2%	13%	i
Cc1ccc(OC(=O)c2cc3ccccc3o2)cc1	29%	1%	1.8	-2%	·	-11%	-0.3%	9%	i
COc1cc(-n2c(=O)c3ccccc3n(CC(=O)c3ccccc3)c2=O)cc(OC)c1OC	1%	15%	-1.0	10%	10%	-5%	-0.4%	-11%	i
Nc1ncnc2c1ncn2[C@@H]1O[C@H](C(=O)N2CCCN(Cc3ccccc3F)CC2)[C@@H](O)[C@H]1O	-26%	-4%	-0.7	-2%	·	·	-1.4%	2%	i
COc1ccc(-c2nnc(SCC(=O)NCc3ccc(C)cc3)nc2-c2ccc(OC)c(OC)c2)cc1OC	-1%	·	·	?	·	?	-0.6%	·	·
O=C(c1cc2ccccc2o1)N(C1CC1)C1(C(=O)Nc2ccccc2)CCCC1	-18%	-21%	-0.6	?	?	-6%	0.6%	0%	i
Cc1ccc(Cl)cc1N1CCN(C(=O)c2cc(S(=O)(=O)N3CCC(C)CC3)cn2C)CC1	-19%	3%	·	7.1µM*	·	-1%	4.0%	·	i
O=C(CSc1nc2cc(Cl)c(Cl)cc2[nH]1)c1ccc2c(c1)OCO2	11%	-28%	0.6	14%	6%	2%	3.8%	7%	·
COC(=O)Cc1c(C)nc(SCc2ccccc2)[nH]c1=O	8%	·	1.1	2%	7%	1%	0.5%	-1%	i
CC(C)Sc1nc2c(cnn2-c2ccc(F)cc2)c(=O)[nH]1	-15%	1%	-5.2	1%	-13%	1%	-0.1%	3%	i
Cc1nc(CCNC(=O)CC2C(=O)NCCN2Cc2ccc(F)cc2)sc1C (stereo not given)	-3%	21%	-0.3	5%	12%	-3%	0.2%	5%	i
Cc1ccc(S(=O)(=O)NNC(=O)Nc2cccc(C)c2C)c(C)c1	-11%	-6%	0.6	0%	0%	3%	0.4%	2%	i
Cc1ccccc1C(=O)OCc1nnc(-c2ccc(Cl)cc2)o1	4%	13%[11.3 µM]	-0.1	4%	6%	1%	2.1%	17%	i
O=C(NC1=NCCS1)c1cc(Cl)ccc1Cl	-20%	7%	0.2	-1%	·	1%	0.5%	7%	i
